Peg3 promoter: Peg3 promoter-driven luciferase inhibitors, primary screen, cell-based, HeLa, luciferase luminescence. 360,000 tested, 1.7% active. HeLa PEG-Prom luciferase reporter, overnight. AID 588405, 2011. inhibition, % at 20 µM;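 active = inhibition of at least 50% at 20 µM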
m5-HT2A agonist: mouse Htr2a agonists via beta-arrestin recruitment, primary screen, cell-based, luminescence; 5-hydroxytryptamine receptor 2A (Mus musculus), P35363; CHO-K1 mHTR2A beta-arrestin complementation; percent of 30 µM serotonin response; activation, % at 7.6 µM; 360,000 tested, 0.66% active; AID 624169, 2012;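 active = activation above a run cutoff, the mean activation of all tested compounds plus 3 SD, cut at about 14% in these data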;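 also: 0% = plate median of compound wells and 100% = 30 µM serotonin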
Target sequence (P35363 whole entry, looked up): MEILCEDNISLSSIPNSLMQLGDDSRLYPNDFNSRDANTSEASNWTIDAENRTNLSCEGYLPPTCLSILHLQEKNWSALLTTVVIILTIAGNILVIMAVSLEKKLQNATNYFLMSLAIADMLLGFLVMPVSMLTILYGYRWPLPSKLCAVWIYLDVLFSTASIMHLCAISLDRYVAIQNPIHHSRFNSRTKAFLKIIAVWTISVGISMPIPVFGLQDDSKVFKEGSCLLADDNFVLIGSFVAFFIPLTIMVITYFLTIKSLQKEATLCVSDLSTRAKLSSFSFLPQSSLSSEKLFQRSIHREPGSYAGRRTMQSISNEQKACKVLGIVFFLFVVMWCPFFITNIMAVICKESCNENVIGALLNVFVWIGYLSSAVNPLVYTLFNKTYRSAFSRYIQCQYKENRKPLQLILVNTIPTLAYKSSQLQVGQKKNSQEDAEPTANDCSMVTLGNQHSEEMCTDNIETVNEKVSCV
NR2E3 ag-1: inhibitors of NR2E3-RetCOR corepressor binding, primary screen, NR2E3 agonist project, biochemical, TR-FRET, GST-NR2E3, biotin-RetCOR; AID 2300, 2010; 1536-well; Photoreceptor-specific nuclear receptor (Homo sapiens), Q9Y5X4; inhibition of corepressor binding, % at 4.78 µM; 320,000 tested, 0.12% active;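 active = percent inhibition above the cutoff of mean plus 3 SD of all tested compounds, set per screening campaign, cut at about 20% in these data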;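 also: 0% = DMSO wells and 100% = biotin wells as full block of FRET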
Target sequence (Q9Y5X4 whole entry, looked up): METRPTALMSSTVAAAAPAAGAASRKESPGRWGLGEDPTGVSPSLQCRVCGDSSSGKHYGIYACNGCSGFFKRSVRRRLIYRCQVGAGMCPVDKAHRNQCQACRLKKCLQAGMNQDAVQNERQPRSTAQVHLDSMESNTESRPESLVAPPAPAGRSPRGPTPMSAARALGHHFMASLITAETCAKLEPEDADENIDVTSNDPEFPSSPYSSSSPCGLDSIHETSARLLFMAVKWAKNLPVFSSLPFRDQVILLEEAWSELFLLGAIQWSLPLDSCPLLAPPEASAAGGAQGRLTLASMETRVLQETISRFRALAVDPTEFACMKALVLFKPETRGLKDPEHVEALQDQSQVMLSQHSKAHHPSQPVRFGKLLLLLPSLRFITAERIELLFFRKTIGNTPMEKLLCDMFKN
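Material: NR2E3–RetCOR corepressor complex | Quantity: 1.35 nM GST-tagged NR2E3 final | Schedule: 5 h at 4 °C | Replication: Singlicate compound wells | Reagent: RetCOR corepressor, biotinylated, 7 nM | Controls: Biotin wells as high control, 0.6% DMSO wells as low control | Signal: TR-FRET, Eu(K)-anti-GST donor, streptavidin-D2 acceptor, ex 340, em 617/671 nm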
PDI inh: inhibitors of human PDI, primary screen, biochemical, turbidity, single point, plate reader. Protein disulfide-isomerase (Homo sapiens), P07237. PDI insulin aggregation turbidity, A650, 90 min. inhibition, % at 10 µM. 350,000 tested, 0.052% active;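 active = mean inhibition across replicates of 30% or more, whatever share of single replicates reach that level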;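 also: absorbance from insulin aggregation driven by PDI reduction with DTT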
NR2E3 ag-2: NR2E3 agonists in two-hybrid cells, primary screen, cell-based, luminescence, CHO-S, Gal4-NCOR/VP16-NR2E3; Photoreceptor-specific nuclear receptor (Homo sapiens), Q9Y5X4; luciferase; inhibition of corepressor binding, % at 3.98 µM; 360,000 tested, 0.35% active; AID 602229, 2012;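 active = inhibition above the mean of all tested compounds plus 3 SD, cut at about 70% in these data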;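 also: 0% = DMSO with NR2E3 transfected cells and 100% = cells lacking NR2E3 construct; higher means lower luciferase signal from less NR2E3 corepressor binding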
MITF TRPM1 inh: inhibitors of MITF-dependent TRPM1 promoter reporter, primary screen, cell-based, SK-MEL-5, single point, luciferase | SK-MEL-5 TRPM1 promoter luciferase, 24 h | inhibition, % at 12.5 µM | 330,000 tested, 0.83% active;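 active = mean inhibition across replicates of 60% or more, whatever share of single replicates reaches that level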; also: values of inactives mirror those of a sister screen read the other way
HIF-2a block: HIF-2a reporter inhibitors, primary screen, luminescence, 786-0 RCC cells; 786-0 RCC cells HIF-2a reporter, luciferase luminescence, overnight; inhibition, % at 18.8 µM; 360,000 tested, 0.72% active; AID 624352, 2012;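 active = inhibition of the luminescence signal of 40% or more relative to plate controls, in a single-dose primary screen at 18.75 µM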
Shn3 3UTR inh: reduction of Shn3 3'UTR firefly luciferase signal, primary screen, Schnurri-3 inhibitor project, cell-based, Clone20 osteoblasts, set 2; inhibition, % at 12.5 µM; Clone20 osteoblast Shn3 3'UTR firefly luciferase, 24 h; 360,000 tested, 0.52% active;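 active = mean inhibition of at least 75% with every replicate also reaching 75%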;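 also: 0% = median of neutral control wells and 100% = pilot-screen positive control compound; some compounds past the cut are filed as inactive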
Cardio protect: cardioprotection against H2O2-induced cell death, primary screen, uHTS, H9c2 cells, ATPLite luminescence; protection from H2O2 cell death, % at 20 µM; AID 588492, 2011; H9c2 cardiomyocytes, H2O2 injury protection, 2 h; 360,000 tested, 0.63% active;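 active = compounds giving at least 50% protection of heart cells from peroxide-induced death in the single-dose screen, raw or plate-pattern-corrected value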;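 also: 0% = DMSO wells with peroxide and 100% = DMSO wells without peroxide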
CaV13 FRET inh: Primary screen for inhibitors of IQ motif and Ca2+-dependent inactivation inhibitor domain binding in CACNA1D, Förster resonance energy transfer in living cells, …; inhibition, % at 12.3 µM; HEK cells, CFP/YFP FRET ICDI-IQ, plate reader, 10 min; percent FRET-ratio fall versus neutral wells; 340,000 tested, 0.098% active; AID 743397;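 active = mean replicate inhibition of at least 30% and at least 1% of replicates passing that level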;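 also: 0% = median of the neutral control wells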
iPSC survival up: enhancers of single-cell hiPSC survival, primary screen, ATPlite luminescence. 100% = ROCK inhibitor wells, 0% = DMSO. survival enhancement, % at 20 µM. 360,000 tested, 0.044% active; in the data active = survival enhancement above about 18%;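 also: cells exposed to compounds for 16 hours before the ATP read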
Numbers without * were called inactive; x = not tested or not shown.

SMILES	Peg3 promoter	m5-HT2A agonist	NR2E3 ag-1	PDI inh	NR2E3 ag-2	MITF TRPM1 inh	HIF-2a block	Shn3 3UTR inh	Cardio protect	CaV13 FRET inh	iPSC survival up
Cc1cccc(C)c1OCCNC(=O)OCc1ccccc1	9	-5	2	-2	7	-8	0	7	-3	-4	-0.3
CC(=O)NC(Cc1ccccc1)C(=O)OCC(=O)c1ccc(F)cc1 (stereo not drawn)	11	0	-3	-2	7	-5	11	0	7	-6	-2.4
S=C1CCC(c2ccc(Br)cc2)=NN1c1ccccc1	-10	-1	1	-3	12	-5	4	0	-2	1	0.3
COC(=O)CSc1nnc(-c2ccc(NS(=O)(=O)c3ccccc3)cc2)o1	2	2	2	2	-38	-2	15	62	-26	-2	-0.9
Cc1cc(C(=O)NCCCN2CC(C)CC(C)C2)n(-c2ccccc2)n1 (stereo not drawn)	-2	7	-4	-7	-8	-15	6	1	17	-5	0.0
COc1ccccc1C(C(C(=O)c1ccccc1)N1CCOCC1)N1CCOCC1 (stereo not drawn)	4	4	x	-7	-14	10	-19	-6	-2	-6	-1.3
CC(C)C[C@H](NC(=O)c1nc[nH]c1C(=O)NC1CCNCC1)C(=O)OC(C)(C)C	2	-4	7	4	1	-17	0	2	1	-13	-2.0
Cc1ccc2nc(SCC(=O)c3ccccc3)nc(=O)n2c1	-199	-6	0	5	-119	-73	-214	-142	-2	-6	1.6
O=C(Cn1ncc2c(=O)oc3ccccc3c21)N(Cc1ccco1)C1CCCCC1	-7	-3	3	x	-13	x	6	12	3	-2	3.9
CC(=O)Nc1sc(C)c(C)c1C(=O)OC(C)C	13	0	0	-3	1	-4	7	-14	-4	-6	-0.1
O=C(c1ccc2oc(Cc3ccc(Cl)cc3)nc2c1)N1CCCCC1CCO (stereo not drawn)	-21	0	1	7	-60	-4	-30	21	-4	x	-0.4
Cc1nn(C)cc1C(C(=O)NC1CCCCC1)N(Cc1ccc(F)cc1)C(=O)c1cnccn1 (stereo not drawn)	-2	2	4	8	32	-4	11	3	10	-4	-0.1
COc1ccc(CNC(=O)N[C@@H](CC(C)C)C(=O)O)cc1OC	5	-3	-5	2	-31	-12	13	15	1	-2	1.1
CN(N=C(c1ccccc1)c1ccccc1)c1ccccc1	28	-6	x	13	-12	7	14	1	-6	-6	-1.4
CCCOc1ccc(/C=C/C(=O)Nc2ccc([N+](=O)[O-])cc2)cc1	-11	-2	3	-1	-2	14	-41	x	7	-5	-2.7
CCN(C(=O)CSc1nccc(=O)[nH]1)c1cccc2ccccc12	4	-2	x	0	2	-2	3	-16	-1	-3	-0.2
COc1ccc(C)cc1NC(=O)c1ccc(S(=O)(=O)N2CCCCC2)cc1	5	3	3	-11	-45	14	13	-21	-11	-3	0.4
Cc1csc2nc(CNC(=O)c3ccco3)cn12	-167	10	2	29	-33	-25	-153	-38	28	-4	2.9
COc1ccc(-c2[nH]ncc2CN2CCCO2)c(F)c1	-3	1	-4	7	-19	3	5	10	-7	1	-0.2
O=c1[nH]c2ccc([N+](=O)[O-])cc2[nH]1	6	1	x	2	7	4	4	-2	4	-15	-0.5
NS(=O)(=O)c1cccc(NC(=O)c2cncc(Br)c2)c1	4	-4	4	-9	-9	-8	6	12	3	-6	0.6
O=C(c1ccc(CSCc2ccccc2F)o1)N1CCN(c2ccc(N3CCOCC3)nn2)CC1	15	-6	5	4	-17	13	4	1	13	-6	1.2
O=C1CCC[C@@H]2[C@H](Cc3ccccc3)[C@@H](O)C[C@@H]3CCN1[C@@H]32	-23	-2	x	-3	-15	2	13	5	3	-10	-3.1
Cc1ccc(Nc2nnc(SCC(O)=C(C#N)c3nc4ccccc4[nH]3)s2)c(C)c1	-2	-2	x	-17	-25	3	-14	1	8	-6	2.0
CCCN(CC(=O)Nc1ccccc1C)C(=O)Cc1n[nH]c(=O)c2ccccc12	30	-4	2	1	-3	6	26	13	60*	-2	-0.3
COc1ccc(C(=O)NCCCc2ccccc2)cc1	-248	-2	3	-4	-101	x	-270	-137	-4	-20	-0.5
COc1ccc(Br)cc1C(=O)Nc1ccc(C(=O)NCC(C)C)cc1	8	-5	3	-2	-9	-8	-14	5	-2	3	-0.4
COc1ccc(C(=O)NCCn2cc(SCC(=O)Nc3cc(C)on3)c3ccccc32)cc1OC	13	2	1	-3	-8	6	0	5	31	-5	-1.8
COCC(=O)Nc1ccc(N2CCOCC2)c(S(=O)(=O)Nc2ccc(OC)cc2)c1	-9	-4	x	-2	-20	4	6	-5	4	-4	-0.3
COCCCNc1nc2ccccc2nc1NS(=O)(=O)c1ccc(OC)cc1	-15	-9	2	-2	-11	13	0	-14	4	-3	-0.6
CCC(=O)Nc1cc(=O)[nH]c2nc(-c3ccc(Cl)cc3)nn12	-1	3	2	-1	-37	-4	21	-17	0	-3	0.0
Cc1ccc(-c2sc(-c3ccccc3)nc2CC(=O)Nc2ccccc2F)cc1	6	1	0	3	-18	20	-1	16	-15	-3	-1.6
COc1ccc(N2C(=O)CC(Sc3nccc(C)n3)C2=O)c(OC)c1 (stereo not drawn)	7	-2	x	-4	1	x	12	-24	0	-4	28*
COCCNC(=O)[C@H]1N2C(=O)c3c(ccc(OC)c3OC)C2SC1(C)C (stereo partly drawn)	9	2	0	3	-28	-3	17	0	4	-4	0.2
COc1cc2cc(CCCOC(=O)CCC(=O)O)oc(=O)c2cc1OC	-39	4	-3	0	6	-11	-20	14	-2	-5	2.5
COc1ccc2oc(=O)c(C(=O)Nc3cccc(C(C)=O)c3)cc2c1	-193	0	-17	4	-73	-58	-108	-45	8	-3	-0.4
O=C(Cc1ncc(C(F)(F)F)cc1Cl)N1CCN(c2ccccn2)CC1	19	-1	-4	0	-2	17	9	-5	1	x	-0.2
COc1ccccc1NC(=O)Cn1cnc2c(oc3nc4c(cc32)CCCC4)c1=O	-10	-10	-2	1	2	7	-17	18	1	-2	0.5
CCCCCC(=O)Nc1cccc2ccccc12	-20	4	1	7	-6	13	-62	-23	-7	5	-1.7
O=C(Nc1ccnn1C1CCN(C(=O)c2cccnc2)CC1)c1cccc(F)c1	-4	8	x	-3	-14	x	7	-1	-1	-5	-0.8
CCc1ccccc1Nc1nc(N)nc(CSCC(=O)Nc2ccc(C)c(C)c2)n1	15	-1	3	-10	-5	7	20	13	1	-10	-1.5
COc1ccc(C(=O)Nc2cccc(NC(C)=O)c2)cc1	-62	5	x	-3	-32	x	-103	-26	-3	-5	-2.4
COc1cccc(C2CC(c3cccc(OC)c3)n3nc(N)nc3N2)c1 (stereo not drawn)	4	3	2	x	-14	-1	-2	11	0	-2	0.3
O=C1CC/C=C\C[C@@H](CC(=O)N(CCO)Cc2ccccc2)C(=O)N2CCC[C@H]2CO1	21	-6	x	-6	0	0	5	3	11	-12	0.4
OCCC1CN(Cc2cccc3nonc23)CCN1Cc1ccsc1 (stereo not drawn)	6	1	0	-3	-5	6	13	0	-3	-4	0.0
CC(=O)Nc1ccc(NS(=O)(=O)c2cc([N+](=O)[O-])ccc2C)cc1	10	-1	2	4	9	18	21	-15	1	7	-2.9
Cc1ccccc1NC(=O)c1ccccc1-c1ccccc1	6	-3	2	2	3	3	7	-7	-1	-20	0.5
COc1ccc(C(=O)Cn2c(C(=O)/C=C/c3ccccc3)nc3ccccc32)cc1	35	8	1	-6	-3	35	40*	102*	-4	-8	-1.9
CSc1nnc(CNC(=O)c2ccccc2)n1-c1ccc(F)cc1	-2	-1	2	-2	-14	4	10	5	6	-6	-0.8
Nc1ccccc1SC(C[N+](=O)[O-])c1ccccc1 (stereo not drawn)	64*	2	-7	10	-37	76*	-23	77	-15	x	-0.9
CN(C)CCCN1CC(C(=O)O)CC1=O (stereo not drawn)	8	5	-1	-5	-18	4	14	2	0	x	-1.1
Cc1ccc(C2=NN(C(=O)c3cccs3)C(c3ccccc3O)C2)cc1 (stereo not drawn)	-48	-1	2	-10	-33	-15	-62	-38	6	-7	2.4
O=C(Cn1ccc(C(F)(F)F)n1)Nc1cccc(S(=O)(=O)N2CCCCC2)c1	12	1	1	3	-10	3	15	11	-9	-6	-2.0
CCc1ccccc1-n1c(SCC(=O)c2c(N)n(C3CC3)c(=O)[nH]c2=O)nnc1N1CCOCC1	-11	-5	2	-4	1	-3	12	9	-1	-7	-0.2
CCOC(=O)N1CCN(c2nc(C(F)(F)F)nc3c(C)cc(C)cc23)CC1	20	0	4	-6	-3	-16	-21	14	-15	-5	0.5
C[C@]12C[C@H](O)[C@H]3[C@@H](CCC4=CC(=O)CC[C@@]43C)[C@@H]1CC[C@@H]2C(=O)CO	1	0	0	3	16	3	18	-1	0	-5	3.9
CCOc1ccc2nnc(-c3ccc(Br)cc3)n2n1	-2	0	0	8	-34	-9	4	20	2	-4	-2.3
CC1=CS(=O)(=O)CC1Sc1nc(C)n[nH]1 (stereo not drawn)	-11	6	3	7	14	3	8	1	0	-18	3.3
COc1ccc(-n2nc(C(=O)NCC(=O)NC3CCCCC3)c3ccccc3c2=O)cc1	2	-5	-1	-5	-12	-4	8	5	2	-2	0.7
O=C(N/N=C/c1ccccc1F)c1ccccc1OCc1ccccc1	-30	-8	7	4	-35	-29	-91	-21	-2	-8	-0.7
O=C(COc1cccc(NC(=O)c2ccccc2)c1)c1ccccc1	-31	-6	2	1	5	2	-63	6	5	-10	3.2

2 successive compounds out of the list so far, for reference:
SMILES	Peg3 promoter	m5-HT2A agonist	NR2E3 ag-1	PDI inh	NR2E3 ag-2	MITF TRPM1 inh	HIF-2a block	Shn3 3UTR inh	Cardio protect	CaV13 FRET inh	iPSC survival up
CCc1ccccc1-n1c(SCC(=O)c2c(N)n(C3CC3)c(=O)[nH]c2=O)nnc1N1CCOCC1	-11	-5	2	-4	1	-3	12	9	-1	-7	-0.2
CCOC(=O)N1CCN(c2nc(C(F)(F)F)nc3c(C)cc(C)cc23)CC1	20	0	4	-6	-3	-16	-21	14	-15	-5	0.5

Assay outcomes as filed in PubChem BioAssay.
